Source: PubChem BioAssay (National Center for Advancing Translational Sciences (NCATS))
ALOX12 inh = ALOX12 (human) lipoxygenase inhibition. P18054. purified 12hLO, xylenol orange hydroperoxide absorbance. Potency, µM (series often up to 108 µM), for the others: at the top dose activity change, negative = inhibition, actives largely listed as inhibitors. 580,000 compounds, 1.1% hits; also: potency is read from the fitted curve at half-maximal effect; % is scaled to controls: 0 for no effect and ±100 for the full control effect
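Purified human 12hLO at 150 nM in 25 mM Hepes, 0.01% Triton X-100, pH 7.0, preincubated 15 min at room temperature with compound. Reaction started with 40 uM arachidonic acid, 30 min at room temperature. Hydroperoxide measured by Fe-xylenol orange, 573/405 nm absorbance ratio.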
PI4K2A block = PI4K2A (human) kinase inhibition. Q9BTU6. AID 1346378. activity change, negative = inhibition, % at 76.9 µM. 420,000 compounds, 0.13% hits. purified PI4K2A, ADP-Glo luminescence, 1 h; stronger effect = lower value; in the data active = activity change below about -50%; inconclusive = mostly about -30% to -49%;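 also: -100% = wells without enzyme as full effect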
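PI4K2A activity was measured by ADP-Glo luminescence: enzyme (4 ug/mL stock) and phosphatidylinositol (1.2 mM stock) in Tris pH 7.5/MgCl2/EGTA/Triton X-100 buffer were reacted with ATP (300 microM stock) for one hour at ambient temperature.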
GLS inhibitor = blocks human kidney-isoform glutaminase activity; O94925; 410,000 compounds, 0.21% hits; Potency, µM (highest dose often 45.5 µM), for inactives: top-dose activity change, negative = inhibition, hits mostly inhibitors; GLS enzymatic activity, qHTS titration; also: potency is read from the fitted curve at half-maximal effect; % is scaled to controls: 0 for no effect and ±100 for the full control effect
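Compounds were pin-transferred onto hKGA, after which L-glutamine (1 mM solution) and a detection mix of glutamate oxidase, HRP and Amplex Red were added. Initial and 30 min RT fluorescence reads were collected.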
ERG Ets-DNA blk = blocks human ERG Ets domain binding to DNA; Potency, µM (titrated, usually from 76.9 µM), inactives show at the highest dose FP activity, negative = inhibition, actives largely listed as inhibitors; 370,000 compounds, 0.028% hits; fluorescence polarization, His-ERG Ets domain / labelled DNA; active = well fitted inhibition curve with a large enough effect in the polarisation, with a control signal flat; inconclusive = small, poorly fitted or top-dose-only effect, or effect the other way, or a change in a side signal; inactive = no such curve, though single readings can be large or run the other way; the % refers to the polarisation;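 also: polarization taken with two DNA probes labelled with fluorescein and Texas red; potency is read from the fitted curve at half-maximal effect; % of control where 0% means no effect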
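His-tagged ERG Ets domain (1 uM in the protein solution; 300mM KCl, 50mM Tris-HCl, 1mM EDTA, 1mM DTT, pH 7.5) received compound, then a probe mix of 5 nM fluorescein-DNA and 100nM Texas-615-DNA. Fluorescence polarization was read for both dyes.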
G9a inh = G9a (human) methyltransferase inhibition | G9a H3K9 monomethylation, AlphaScreen, 2 h | Potency, µM (titrated, usually from 102 µM), without a hit: at the top dose activity, negative = inhibition, actives largely listed as inhibitors | 350,000 compounds, 8.8% hits; also: potency is read from the fitted curve at half-maximal effect; % is scaled to controls: 0 for no effect and ±100 for the full control effect; nearly all actives have a fitted effect of over 75% in size
Target sequence (Q96KQ7 913-1193 limits assumed): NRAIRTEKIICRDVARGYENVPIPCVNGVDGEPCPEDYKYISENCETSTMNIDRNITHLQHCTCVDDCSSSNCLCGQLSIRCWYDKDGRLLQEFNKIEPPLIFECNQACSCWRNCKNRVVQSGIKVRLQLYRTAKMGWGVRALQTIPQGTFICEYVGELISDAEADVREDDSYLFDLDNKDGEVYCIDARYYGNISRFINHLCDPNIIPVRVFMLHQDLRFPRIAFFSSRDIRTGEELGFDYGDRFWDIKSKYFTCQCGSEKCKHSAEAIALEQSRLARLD
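AlphaScreen detection with an anti-monomethyl H3K9 antibody quantified product after a 2 h room-temperature reaction containing 500 nM biotinylated H3K9 peptide, 20 µM SAM and 20 nM enzyme, which had been preincubated 15 min with compound.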
JMJD2A Tudor = JMJD2A Tudor domain (human) inhibition; O75164; AlphaScreen JMJD2A-Tudor / H3K4me3 peptide binding; Potency, µM (top dose mostly 114 µM), for the others: at the highest dose activity change, negative = inhibition, most hits filed as inhibitors; 390,000 compounds, 4.4% hits; also: potency is read from the fitted curve at half-maximal effect; % is scaled to controls: 0 for no effect and ±100 for the full control effect; nearly all actives have a fitted effect of over 50% in size
RGS4 inh = blocks human RGS4-accelerated GTP hydrolysis; AID 504845; P49798; 390,000 compounds, 0.039% hits; Transcreener GDP fluorescence polarization, RGS4-accelerated GTP hydrolysis; Potency, µM (top dose mostly 114 µM), for the others: at the top dose activity change, negative = inhibition, hits mostly inhibitors; also: potency is read from the fitted curve at half-maximal effect; % is scaled to controls: 0 for no effect and ±100 for the full control effect; nearly all actives have a fitted effect of over 75% in size; some results filed as inactive show a strong effect at the top dose
Target sequence (P49798 whole entry, looked up): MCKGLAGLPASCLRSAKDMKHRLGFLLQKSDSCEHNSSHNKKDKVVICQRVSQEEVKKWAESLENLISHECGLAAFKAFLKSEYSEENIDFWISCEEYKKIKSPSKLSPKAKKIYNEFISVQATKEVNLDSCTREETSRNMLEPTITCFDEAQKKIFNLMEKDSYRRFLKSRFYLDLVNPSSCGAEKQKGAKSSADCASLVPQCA
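MLSMR compounds (23 nl, pin-transferred) preincubated 10 min at room temperature with a 500nM (2x) first reagent, then RGS4 at 900nM (2x) plus Transcreener GDP mix added; fluorescence polarization (620/688 nm) read before and after 90 min at 30 °C.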
BAZ2B block = inhibitors of human BAZ2B bromodomain. AlphaScreen BAZ2B-H3K14Ac peptide displacement. Potency, µM (top dose mostly 114 µM), without a hit: at the top dose activity change, negative = inhibition, actives largely listed as inhibitors. 360,000 compounds, 4.4% hits. AID 504333; also: potency is read from the fitted curve at half-maximal effect; % is scaled to controls: 0 for no effect and ±100 for the full control effect; nearly all actives have a fitted effect of over 60% in size
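AlphaScreen displacement: compounds (up to 110uM) incubated 30 min at room temperature with a preformed 50 nM BAZ2B/50 nM biotinylated H3K14Ac peptide complex in PBS pH 7.4 with Tween-20. Donor and acceptor beads at 10 ug/mL final added, 20 min light-protected before reading.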
HP1b chromo inh = HP1-beta chromodomain-methylated histone interaction inhibition; 390,000 compounds, 0.56% hits; P83916; AlphaScreen HP1-beta / biotin-H3K9me3 peptide binding; Potency, µM (series often up to 114 µM), without a hit: at the highest dose activity change, negative = inhibition, actives largely listed as inhibitors; also: potency is read from the fitted curve at half-maximal effect; nearly all actives have a fitted effect of over 70% in size; inactives centre near 23
Target sequence (P83916 whole entry, looked up): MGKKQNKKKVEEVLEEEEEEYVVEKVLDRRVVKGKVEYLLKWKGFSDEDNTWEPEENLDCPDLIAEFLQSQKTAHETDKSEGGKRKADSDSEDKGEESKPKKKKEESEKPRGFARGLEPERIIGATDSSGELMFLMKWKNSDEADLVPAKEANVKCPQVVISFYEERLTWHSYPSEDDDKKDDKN
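AlphaScreen: HP1-beta (50 nM) preformed 30 min with biotin-H3(1-18)K9me3 peptide (50 nM) in PBS pH 7.4, 0.01% Tween-20. Compound added for 30 min at RT, then streptavidin donor/nickel chelate acceptor beads (10 ug/mL) for 30 min.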
* marks the source's active call; other numbers are inactive results; ? = inconclusive; · = not tested or not shown; & = joins results of further samples; [ ] = dose if it differs, or a comment. Unless noted, calls follow the shape of the dose curve; as a rule, active = well fitted curve in the direction sought with a large enough effect; inconclusive = small, poorly fitted or top-dose-only effect, or another doubt; inactive = no such curve, though single readings can be large; an effect the other way counts as inactive or inconclusive. A portion of the library; count on the stated rates, not on these rows.

item	Compound	ALOX12 inh	PI4K2A block	GLS inhibitor	ERG Ets-DNA blk	G9a inh	JMJD2A Tudor	RGS4 inh	BAZ2B block	HP1b chromo inh
1	Cc1ccc(SCC(=O)Nc2cccnc2)cc1	12.0%	-8.0	4.4%	-11.4%	·	-0.7%	9.2%	·	13.7%
2	CC1CCN(S(=O)(=O)c2ccc3c(c2)c(=O)c(C(=O)NC(C)c2ccccc2)cn3C)CC1 (stereo unspecified)	?	3.2	-21.3%	4.6%	?	-25.3%	21.0%	·	6.0%
3	CCN(CC)CCNC(=O)COc1ccc(Cl)cc1	-5.2%[22.9 µM]	-0.3	18.4%	·	3.5%[12.7 µM]	·	·	·	·
4	Cc1ccc(S(=O)(=O)C(CNS(=O)(=O)c2ccc(F)c(C)c2)c2cccs2)cc1 (stereo unspecified)	-9.1%	6.5	1.3%	5.0%	5.3%[59 µM]	-16.9%	-22.5%	3.5%	7.6%
5	COc1ccc(CC(=O)N2CCN(c3cccc(C)c3C)CC2)cc1	-1.1%	-1.4	-0.1%	7.5%	·	-13.0%	-31.7%	-0.2%	35.4%[activator]
6	C=CCn1c(SCC(=O)N(CC)CC)nc(O)cc1=O	19.4%	2.9	-16.0%	-4.1%	16.9%	-14.1%	-0.3%	3.7%	25.6%
7	Cc1ccc(OCC(=O)Nn2cnnc2)c(Br)c1	-4.0%	-1.2	2.9%	·	-7.5%[59 µM]	-15.1%	5.6%	2.0%	32.5%
8	CCNc1nc(NC(C)C)nc(Oc2ccc(OCCOc3ccccc3)nn2)n1	3.3%	-1.9	0.2%	·	-10.0%[59 µM]	-14.7%	5.5%	-0.9%	11.3%
9	CCCn1nc(C(=O)Nc2cccc(S(=O)(=O)N(C)c3ccccc3)c2)c2ccccc2c1=O	3.3%	2.9	6.1%	2.8%	·	-6.8%	4.9%	·	32.4%
10	CC(C)(C)C1CCc2c(C(=O)NNC(=O)/C=C/C(=O)O)csc2C1 (stereo unspecified)	-10.6%	1.8	9.9%	-0.1%	-21.0%[59 µM]	-8.2%[57.1 µM]	-15.5%	1.3%	49.0%[activator]
11	COc1cccc(N2CCN(C(=S)Nc3ccc(F)cc3)CC2)c1	21.9%	3.9	-9.4%	6.7%	·	-14.8%	5.2%	13.3%	9.8%
12	COCC(=O)N(C)C1(c2nnnn2CCOC(=O)Nc2cccc3ccccc23)CCCC1	·	-0.2	-7.1%	0.6%	-36.1%[12.7 µM]	?	-2.4%	-38.2%	0.5%
13	COc1ccc(-n2c(COc3cccc4cccnc34)nnc2SCC(=O)O)cc1	3.4%	-7.0	-3.0%	2.8%	·	-11.7%	0.6%	3.8%	33.6%
14	CCOC(=O)c1[nH]c(C(=O)O)c(CCC(=O)OC)c1C	-2.5%[57.4 µM]	2.4	0.9%	-0.4%	0.6%[12.7 µM]	-14.5%	15.8%	-32.2%	-2.6%
15	C/C(CC(=O)NC12CC3CC(CC(C3)C1)C2)=N\NC(=O)c1ccc(F)cc1	-0.8%	1.3	0.0%	1.1%	9.0%	2.8%	-9.0%	-4.5%	19.3%
16	O=C(NCCC1=CCCCC1)C1CCN(C(=O)c2ccc(Cl)cc2)CC1	5.4%[57.4 µM]	2.1	0.6%	·	29.4%[0.501 µM]	-3.1%	-1.1%	-6.4%[57.1 µM]	36.7%
17	O=c1[nH]cnc(O)c1N=Nc1ccccc1	-3.1%	2.6	-11.2%	6.6%	17.1%	0.0%	-14.1%[56.9 µM]	3.2%	70.4%[activator]
18	CC1CCCN(C(=S)Nc2ccc(Nc3ccccc3)cc2)C1 (stereo unspecified)	?	1.1	-19.5%	6.1%	39.8µM*	?	14.0%	-37.8%	?
19	O=C(CCN1CCOCC1)c1ccccc1	-3.9%	-0.8	12.5%	·	44.7µM*	-8.3%	13.2%	2.3%	37.1%[activator]
20	COc1ccc(N(CC(C)C)S(=O)(=O)c2nnc(NC(=O)c3ccco3)s2)cc1	24.2%&-0.6%	-7.4&1.8	8.5%&0.9%	-8.7%&-4.0%	-16.5%[59 µM]	-26.4%&-9.9%	-10.7%[56.9 µM]	-17.9%&3.7%	64.6%&44.8%[activator]
21	O=S(=O)(c1ccccc1)c1nc(-c2ccco2)oc1N1CCCCC1	?	0.4	1.2%	-0.8%	?	?	11.5%	?	?
22	Cc1ccc(CN2CCSc3ccc(C(=O)N4CCN(c5ncccn5)CC4)cc32)cc1	·	-5.6	2.8%	-10.7%	-24.8%[12.7 µM]	?	-15.5%	-29.3%	-8.8%
23	Cc1cccc(C)c1NC(=O)CSc1nccn1C	2.6%	-2.0	5.5%	-2.2%	8.8%[59 µM]	-3.0%	-1.4%	-18.9%	26.3%
24	O=C1c2ccccc2NC(c2ccc(O)cc2)N1c1ccccc1 (stereo unspecified)	-14.8%	0.0	-10.1%	-2.0%	37.1%[activator]	-16.8%	9.9%	4.0%	-10.8%
25	Cn1cccc1/C=N/N1CCN(Cc2ccc(Cl)cc2)CC1	?	1.7	36.5%[activator]	-4.6%	39.8µM*	50.1µM*	-5.4%	31.6µM*	39.8µM*
26	CNC(=O)/C(C#N)=C/c1c(N(Cc2ccccc2)Cc2ccccc2)nc2c(C)cccn2c1=O	-14.2%	0.8	7.4%	3.4%	79.4µM*	?	-15.4%	?	-21.9%
27	CC(C)(O)[C@@H]1CC[C@@](C)(C2CC[C@]3(C)C2[C@H](O)CC2[C@@]4(C)CC[C@H](O)C(C)(C)C4[C@@H](O[C@H]4O[C@@H](CO)[C@H](O)[C@@H](O)[C@@H]4O[C@@H]4O[C@H](CO)[C@@H](O)[C@H](O)[C@H]4O)C[C@]23C)O1 (stereo in doubt)	?	-0.5	-2.2%	-3.7%	·	-8.3%	-9.1%	·	40.3%[activator]
28	CCOC(=O)C(CC)(CC)C(=O)/C=C/c1cccc(Br)c1	265.4%[activator]	19.8	-15.8%	9.1%	·	77.7%[activator]	-18.1%	·	137.1%[activator]
29	O=C(Cn1nnc(-c2ccccc2)n1)N/N=C/c1cccc([N+](=O)[O-])c1	21.9%	1.3	-1.3%	2.0%	3.6%	-14.6%	11.6%	-4.4%	28.4%
30	CC(=O)c1ccc(OCC(=O)N2CCCC2c2ccc3c(c2)OCCCO3)cc1 (stereo unspecified)	0.1%	0.2	-5.0%	5.4%	·	-4.2%	11.4%	·	21.3%

Next records.
item	Compound	ALOX12 inh	PI4K2A block	GLS inhibitor	ERG Ets-DNA blk	G9a inh	JMJD2A Tudor	RGS4 inh	BAZ2B block	HP1b chromo inh
31	CCOC(=O)c1c(C)[nH]c(C(=O)OCC(=O)Nc2cc(C)nn2-c2ccccc2)c1C	?	-11.2	15.3%	4.9%	14.9%[12.7 µM]	-18.6%	12.3%	9.8%	14.9%
32	Cc1cc(C)c(C(=O)N(CCN(C)C)CC2CCCN(Cc3ccccc3F)C2)o1 (stereo unspecified)	-4.3%	-0.6	4.6%	-6.0%	·	-30.8%	15.0%	-12.5%	-0.8%
33	COc1ccccc1NC(=O)c1ccccc1S(=O)(=O)c1ccc([N+](=O)[O-])cc1	3.0%	0.6	2.4%	13.3%	?	-20.8%	-2.3%	-33.4%	-21.8%
34	COc1ccc(-c2cc(C(=O)N/N=C(\C)c3cccnc3)c3ccccc3n2)c(OC)c1	144.1%[activator]	4.0	7.3%	-15.3%	19.7%	-20.7%	8.4%	-19.3%	23.6%
35	CN(Cc1ccccc1)C(=O)CCC1CCN(C(=O)CCC(F)(F)F)CC1	8.7%	5.3	2.3%	3.5%	10.6%[0.501 µM]	-13.1%	-3.9%	11.1%	38.6%
36	Cc1cc(=O)n2nc(N3CCCC(C(=O)N4CCN(C)CC4)C3)sc2n1 (stereo unspecified)	11.3%	-5.8	6.1%	1.9%	?	-16.9%	0.8%	-6.9%	2.0%
37	CC(C)COc1ccc(C(=O)OCC(=O)NCCC2=CCCCC2)cc1	-15.5%	2.5	-12.2%	-15.0%	-4.1%	5.5%	?	-0.4%	34.7%
38	Cc1cccc(NC(=O)CCOc2ccccc2)c1C	-8.2%	-1.5	-1.1%	-6.9%	8.7%	-11.3%	12.4%	11.6%	8.8%

Single values from above.
Result for COc1ccccc1NC(=O)c1ccccc1S(=O)(=O)c1ccc([N+](=O)[O-])cc1 under ERG Ets-DNA blk: 13.3%
Result for Cc1cccc(NC(=O)CCOc2ccccc2)c1C under JMJD2A Tudor: -11.3%
Result for Cc1cc(=O)n2nc(N3CCCC(C(=O)N4CCN(C)CC4)C3)sc2n1 (stereo unspecified) under PI4K2A block: -5.8
Result for CC(C)COc1ccc(C(=O)OCC(=O)NCCC2=CCCCC2)cc1 under HP1b chromo inh: 34.7%

Part of the list above, with two lines to a compound.
Values run as follows: ALOX12 inh, PI4K2A block, GLS inhibitor, ERG Ets-DNA blk, G9a inh, JMJD2A Tudor, RGS4 inh, BAZ2B block, HP1b chromo inh
#33 COc1ccccc1NC(=O)c1ccccc1S(=O)(=O)c1ccc([N+](=O)[O-])cc1
→ 3.0%, 0.6, 2.4%, 13.3%, ?, -20.8%, -2.3%, -33.4%, -21.8%
#34 COc1ccc(-c2cc(C(=O)N/N=C(\C)c3cccnc3)c3ccccc3n2)c(OC)c1
→ 144.1%[activator], 4.0, 7.3%, -15.3%, 19.7%, -20.7%, 8.4%, -19.3%, 23.6%
